TDP1 block – qHTS Assay for Inhibitors of Tyrosyl-DNA Phosphodiesterase (TDP1); recombinant TDP1, AlphaScreen DNA substrate cleavage; Potency, µM (doses to about 130 µM), for inactives: at the top dose activity change, negative = inhibition, usual class: inhibitors; actives 0.28% (n = 350,000); also: nearly all actives have a fitted effect of over 40% in size
Target sequence (Q9NUW8 whole entry, looked up): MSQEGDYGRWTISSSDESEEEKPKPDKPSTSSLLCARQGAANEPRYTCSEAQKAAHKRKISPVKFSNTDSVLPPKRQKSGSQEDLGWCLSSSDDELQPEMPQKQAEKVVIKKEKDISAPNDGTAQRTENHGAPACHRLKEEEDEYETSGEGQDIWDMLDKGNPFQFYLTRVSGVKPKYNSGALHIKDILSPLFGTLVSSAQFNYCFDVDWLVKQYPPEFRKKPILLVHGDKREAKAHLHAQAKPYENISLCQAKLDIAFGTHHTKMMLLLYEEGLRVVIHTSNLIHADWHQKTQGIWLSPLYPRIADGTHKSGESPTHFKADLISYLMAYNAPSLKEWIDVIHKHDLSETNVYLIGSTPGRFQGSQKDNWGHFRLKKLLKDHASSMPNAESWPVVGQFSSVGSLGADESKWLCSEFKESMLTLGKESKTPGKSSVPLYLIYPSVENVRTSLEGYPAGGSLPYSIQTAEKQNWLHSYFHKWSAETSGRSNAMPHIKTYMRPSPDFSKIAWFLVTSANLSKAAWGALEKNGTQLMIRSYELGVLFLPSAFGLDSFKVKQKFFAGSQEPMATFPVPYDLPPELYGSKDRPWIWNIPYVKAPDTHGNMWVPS
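AlphaScreen read-out: signal falls as enzyme removes the 3' tyrosine-FITC from a 5'-biotinylated DNA oligo (15 nM, 5 min, RT). Enzyme was E. coli-made recombinant Tdp1 at 1 nM, exposed to compound for 15 min beforehand; beads 10 ug/ml, 10 min.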
DT40 TDP1 no CPT – qHTS for Inhibitors of human tyrosyl-DNA phosphodiesterase 1 (TDP1): qHTS in cells in absence of CPT; DT40 Tdp1-/- hTDP1 cells, no CPT, ATP luminescence, 48 h; Potency, µM (series often up to 46.2 µM), without a hit: at the highest dose activity change, negative = growth inhibition, hits mostly inhibitors; actives 15% (n = 420,000); AID 686978, 2013; also: nearly all actives have a fitted effect of over 55% in size
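Chicken DT40 Tdp1-/- cells complemented with human TDP1, screened without camptothecin (DMSO vehicle only), 400 cells/well. Compounds pin-transferred, cells incubated at 37 °C for at least 48 hr. Growth read as ATP-dependent luminescence (CellTiter-Glo, 30 min at RT).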
TDP1 cell CPT – qHTS for Inhibitors of human tyrosyl-DNA phosphodiesterase 1 (TDP1): qHTS in cells in presence of CPT. chicken DT40 Tdp1-/-;hTDP1 cells + 20 nM CPT, ATP luminescence, 48 h. actives 12% (n = 420,000). AID 686979, 2013. Potency, µM (top dose mostly 46.2 µM), without a hit: at the top dose activity change, negative = growth inhibition, actives largely listed as inhibitors; also: nearly all actives have a fitted effect of over 55% in size
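Chicken DT40 Tdp1-/- cells stably complemented with human TDP1 were seeded at 400 cells/well in medium containing 20 nM camptothecin, exposed to pin-transferred compounds, and grown at 37 °C for at least 48 hr. Viability was read as ATP luminescence.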
* marks the source's active call; other numbers are inactive results; ? = inconclusive; nt = not tested or not shown; [ ] = another dose, or the depositor's remark. Calls follow the shape of the dose curve; as a rule, active = well fitted curve in the direction sought with a large enough effect; inconclusive = small, poorly fitted or top-dose-only effect, or another doubt; inactive = no such curve, though single readings can be large; an effect the other way counts as inactive or inconclusive. % is scaled to controls: 0 for no effect and ±100 for the full control effect; potency is read from the fitted curve at half-maximal effect.

SMILES	TDP1 block	DT40 TDP1 no CPT	TDP1 cell CPT
Cc1c(C(=O)NCc2cccc(Cl)c2)sc(=O)n1Cc1cccc(F)c1	nt	?	?
CC(=O)N1CCN(c2ccc(NC(=O)c3ccc(C)c([N+](=O)[O-])c3)cc2)CC1	3%	-19%	-23%
Cc1ccc(C(=O)NCC(=O)OCC(=O)NCC(F)(F)F)cc1	3%	3%	11%
COc1ccccc1NC(=O)N1CCCC(c2nc3c(nnn3Cc3ccc(C)cc3)c(=O)[nH]2)C1 (stereo not given)	1%	?	?
Cc1ccc(CNCC2CCCO2)s1 (stereo not given)	-4%	-8%	-3%
CC1(c2nnnn2-c2ccc3c(c2)OCCO3)CCC(=O)N1CCCn1ccnc1 (stereo not given)	nt	-26%	-1%
O=C(Oc1ccc(Br)cc1)C1CC(=O)N(c2ccc(F)cc2)C1 (stereo not given)	0%	-3%	2%
COc1ccc2[nH]c(C)c(CN3CCCCC3)c(=O)c2c1	-1%	-11%	-2%
CCCN(CCC)CC(=O)N1CC(=O)Nc2ccccc21	1%	-23%	2%
CCOc1ccc(CC(=O)Nc2c(C(N)=O)oc3ccc(Br)cc23)cc1OCC	2%	-26%	-13%
Cn1c(SCC(=O)NCc2ccc3c(c2)OCO3)nnc1-c1cc2ccccc2cc1O	0%	-22%	-28%
CCOc1ccccc1C(=O)Nc1cc(OC)ccc1OC	3%	?	-21%
CCOC(=O)Cc1nnc(NC(=O)C(CC)Sc2nc(C)cc(C)n2)s1 (stereo not given)	8%	-15%	-1%
O=C(c1ccco1)N1CCN(C2CC(=O)N(c3ccc(C(F)(F)F)cc3)C2=O)CC1 (stereo not given)	-1%	2%	5%
C=CCN(CC=C)CCOc1cccc2ccccc12	-5%	?	-2%
CCn1c(C)nc2cc(C(=O)NNS(=O)(=O)c3ccc(C)cc3C)ccc21	5%	-17%	-15%
COc1ccc(CNc2ccncc2)c(OC)c1OC	nt	-22%	?
CCc1c(C)sc(NC(=O)CSc2nc3c(c(C(F)(F)F)n2)CCc2ccccc2-3)c1C#N	-3%	?	21µM*
CCCCOc1ccc(C(=O)NNC(=O)C2C3CCC(C3)C2C(=O)O)cc1 (stereo not given)	0%	-28%	?
Cc1cccc(SC2CCN(Cc3nc(CC4CC4)no3)CC2)c1	0%	-27%	0%
CN1CCN(S(=O)(=O)c2ccc(NC(=O)Nc3cccc(Cl)c3)cc2)CC1	6%	?	?
Cc1ccc(-c2ccc(C(=O)O)[nH]2)cc1	3%	-8%	2%
O=C(NCCc1csc(-c2cccnc2)n1)c1ccc(Br)o1	3%	18µM*	?
O=C(OCC(=O)N1CCCC1)c1c[nH]c2ccccc12	0%[56.1 µM]	-7%	-3%
CC(=O)Nc1c2c(nn1-c1ccc(C)cc1C)CS(=O)C2 (stereo not given)	4%	-7%	7%
O=C(CCCSc1nc2ccccc2[nH]1)NCc1ccccc1Cl	0%	?	-14%
COc1cc(/C=C/C(=O)OCC(=O)NCCN2C(=O)CSC2=O)ccc1OC(F)F	0%	-13%	-30%
COc1cc(CCC(=O)NCc2ccc3c(c2)OCO3)cc(OC)c1OC	nt	-22%	1%
Cc1ccc(S(=O)(=O)NC(CCC(N)=O)C(=O)NCc2ccc3c(c2)OCO3)c(C)c1 (stereo not given)	-4%	-15%	-1%
COCCN(CCOC)c1ncnc2c1cnn2-c1ccc(Cl)cc1	3%	?	?
CCC1CCCCN1C(=S)NC1CCCCC1 (stereo not given)	3%	?	?
COC(=O)[C@@H](NC(=O)NCc1ccco1)C(C)C	2%	-2%	0%
Cn1nnnc1SCCNCc1ccccc1OCc1ccc(F)cc1	-5%	-11%	-7%
Cc1nn(CC(=O)Nc2cc(S(=O)(=O)N3CCOCC3)ccc2Cl)c(C)c1[N+](=O)[O-]	0%	?	1%
COc1ccc(CCNC(=O)C(C(=O)c2ccccc2)n2ccccc2=O)cc1OC (stereo not given)	5%	5.8µM*	-20%
O=C(/C=C/c1cccs1)Nc1scc(-c2ccccc2)c1C(=O)O	32µM*	-21%	5%
CCOc1ccc(NC(=O)C2Cc3ccccc3N2C(=O)c2ccccc2)cc1 (stereo not given)	1%	21µM*	23µM*
Cc1noc(C)c1-c1ccc(C(=O)NCC2CC2)c2occc12	nt	?	?
O=C1OC(C(=O)Nc2cc(C(F)(F)F)ccc2Cl)Cc2ccccc21 (stereo not given)	-2%	-10%	-12%
CCOc1ccccc1NC(=O)c1ccccc1-c1ccccc1	-8%	23µM*	?

The list goes on; it opens with the 5 that closed the last part.
SMILES	TDP1 block	DT40 TDP1 no CPT	TDP1 cell CPT
O=C(/C=C/c1cccs1)Nc1scc(-c2ccccc2)c1C(=O)O	32µM*	-21%	5%
CCOc1ccc(NC(=O)C2Cc3ccccc3N2C(=O)c2ccccc2)cc1 (stereo not given)	1%	21µM*	23µM*
Cc1noc(C)c1-c1ccc(C(=O)NCC2CC2)c2occc12	nt	?	?
O=C1OC(C(=O)Nc2cc(C(F)(F)F)ccc2Cl)Cc2ccccc21 (stereo not given)	-2%	-10%	-12%
CCOc1ccccc1NC(=O)c1ccccc1-c1ccccc1	-8%	23µM*	?
COc1ccc(CCNC(=O)CC2Oc3ccc(Cl)cc3NC2=O)cc1OC (stereo not given)	-10%	-3%	-7%
CC1CN(C(=O)COC(=O)c2ccccc2O)CC(C)O1 (stereo not given)	nt	-19%	-4%
CCc1nccn1Cc1cc(C=O)ccc1OC	9%	-11%	-5%
CCN(C(=O)COC(=O)c1cn(-c2ccccc2)nc1-c1ccccc1)C1CCS(=O)(=O)C1 (stereo not given)	4%	?	?
Cc1ccc2c(c1)c(C1=NC(=S)NC1=O)c(O)n2C	-5%	-10%	-14%
CC1CCCCC1NC(=O)Cn1cccc1C(=O)c1ccccc1 (stereo not given)	6%	7%	-23%
CCc1nc2ccc(C(=O)NCCc3ccccn3)cn2c1N(CCC(C)C)CCN(C)C	nt	?	-23%
O=C(CCS(=O)(=O)c1cc(Br)cc2c1N(C(=O)C1CC1)CC2)Nc1ccc(F)cc1	0%	-4%	-3%
CC(=O)c1cccc(CN2CCC(CO)(CCOc3ccccc3)CC2)c1	nt	1%	-3%
CC(=O)C1=C(C)NC(C)=C(C(C)=O)C1c1cccs1	-12%	3%	-19%
COc1cc(/C=C/C(=O)OCC(=O)NC(=O)NC2CCCCC2C)ccc1OC(F)F (stereo not given)	2%	-6%	-22%
Cc1ccsc1/C=N/Nc1ncc(Cl)cc1Cl	8%	?	?
Cc1c(C(=O)NC2CCCC2)sc2ncnc(NCCN(C)C)c12	nt	7%	-5%[9.04 µM]
O=[N+]([O-])c1ccc(N2CCN(C(=S)Nc3ccc(F)cc3)CC2)cc1	5%	5.8µM*	5.2µM*
COc1ccc(C(=O)Nc2ccc(C(=O)NCCc3ccccc3)cc2)cc1	6%	-8%	-4%
COc1ccc(CC(=O)Nc2ccc(S(=O)(=O)N3CCOCC3)cc2)cc1	1%	-24%	-18%
Cc1ccccc1/C=C1\OC(=O)c2ccccc21	-10%	?	-13%
O=C(/C=C/c1ccccc1[N+](=O)[O-])NCCCn1ccnc1	4%	0%	1%
Cc1ccc(Cl)cc1-c1cc(C(=O)NCc2cccc(Cl)c2)[nH]n1	nt	?	18µM*
O=C(CCCN1C(=O)/C(=C\c2ccco2)SC1=S)Nc1ccc2ccccc2c1	8%	?	?
CCC(C)n1c(NC(=O)c2ccccc2)c(C#N)c2nc3ccccc3nc21 (stereo not given)	-5%	13µM*	18µM*
Cc1ccc(S(=O)(=O)NNC(=O)c2cc(C)cs2)cc1	4%	-17%	-2%
Cc1cnc(CNc2cc(-c3c(C)noc3C)ncn2)cn1	nt	-12%	?
CCC(=O)N1CC2(CC(c3cccc(NC(=O)CC(c4ccccc4)c4ccccc4)c3)=NO2)C[C@H]1C(N)=O (stereo not given in full)	2%	-10%	-15%
CC(NC(=O)CSc1ncccn1)c1ccccc1 (stereo not given)	5%	-4%	-12%
CC(C)(C)OC(=O)N1CCC(Cc2cc(-c3cccnc3)no2)(C(=O)O)CC1	3%	-1%	-2%
COc1cc(C(=O)O[C@H]2C/C(C)=C/CC[C@@]3(C)O[C@@H]3[C@H](O)[C@@H]2C(C)C)cc(OC)c1OC	nt	23µM*	16µM*
O=C(CCC(=O)NC1CCCCCCC1)Nc1nnc(C(F)(F)F)s1	3%	-15%	-9%
Cc1cc(NCc2ccncc2)ccc1Br	?	-27%	?
COCCn1c(SCC(=O)Nc2cc(C)on2)nc2c(c1=O)SC(C)C2 (stereo not given)	nt	?	-29%
Cc1ccc(C(=O)N2c3ccc(F)cc3CCC2C)o1 (stereo not given)	7%	?	?
CCC(C(=O)NCc1ccc(F)cc1)N(Cc1ccco1)C(=O)c1snc(C(N)=O)c1N (stereo not given)	2%	-20%	-6%
CC(C)OC(=O)CSc1nc2cc3c(cc2cc1C#N)OCO3	-3%	-17%	-19%
CC(C)C(=O)NC(c1ccc(Cl)cc1Cl)c1ccc2cccnc2c1O (stereo not given)	nt	5.2µM*	6.5µM*
COc1ccccc1C(=O)N1C(CC(=O)Nc2cc(Cl)ccc2C)C(=O)NC2CCCCC21 (stereo not given)	-2%	?	?
Cc1nc2ccc(C(=O)NCCCN3CCCC3=O)cn2c1N(C)C(=O)CCc1ccccc1	nt	-22%	1%
O=S(=O)(NCC1CCCO1)c1ccc2ccccc2c1 (stereo not given)	2%	-14%	-1%
CCSc1nccc(-c2nn(-c3ccc(C)cc3)ccc2=O)n1	2%	6.5µM*	6.5µM*
Cc1ccccc1N=C1N=C(N)c2ccccc21	2%	-26%	-7%
Cc1cc(C)cc(NC(=O)CSc2nc(CSc3ccc(Cl)cc3)cc(=O)[nH]2)c1	6%	14%	10%
Cc1cccc(C)c1NC(=O)Cn1c(=O)n(Cc2ccc(C(=O)NCc3ccco3)cc2)c(=O)c2sccc21	nt	23µM*	21µM*
O=C(c1ccncc1)c1ccc(N2CCN(C3CC(=O)N(Cc4cccs4)C3=O)CC2)cc1 (stereo not given)	7%	23µM*	16µM*
Nc1ccc(S(=O)(=O)c2ccc(N3CCOCC3)c(N)c2)cc1	nt	21µM*	-23%
CCOc1ccc(N(CCCCO)C(=S)NC(=O)c2ccc(C)c(Br)c2)cc1	-1%	-12%	-1%
OC(COc1ccccc1)CN1CCN(CC(O)COc2ccccc2)CC1 (stereo not given)	7%	10%	1%
CCCn1nnc(NC(=O)C(c2ccccc2)c2ccccc2)n1	3%	-15%	-19%
N=c1sccn1CC(=O)Nc1cc(Cl)ccc1[N+](=O)[O-]	5%	-1%	5%
CC(C(=O)Nc1cccc(S(=O)(=O)N2CCOCC2)c1)N1CCN(C)CC1 (stereo not given)	5%	6%	5%
Cc1ccc(S(=O)(=O)N2[C@@H](c3ccc(Br)cc3)C(C(=O)O)=CC[C@H]2c2ccc(C(C)C)cc2)cc1	-16%	?	?
c1ccc(Cc2cc[n+](Cc3ccccn3)cc2)cc1	4%	9.2µM*	21µM*
O=C(NCCc1ccccc1)c1c2c(nc3ccccc13)C(=O)N(C1CCCCC1)C2	5%	18µM*	12µM*
CCOc1ccccc1C(=O)N(CN1CCCC1=O)c1cccc(Cl)c1	8%	9.2µM*	15µM*
CCOC(=O)COc1ccc(-c2nnn(CC(=O)Nc3ccccc3)n2)cc1	-1%	-16%	-7%
Cc1ccc(Cn2cc(CN3CC(N(C)C)CS3(=O)=O)nn2)cc1 (stereo not given)	nt	-4%	15%
CCN(C(=O)CSc1nnc(C(C)N(C)C)n1-c1ccc(F)cc1)C1CCS(=O)(=O)C1 (stereo not given)	1%	9%	-8%

Look-ups from the entries so far.
Entry for CCN(C(=O)CSc1nnc(C(C)N(C)C)n1-c1ccc(F)cc1)C1CCS(=O)(=O)C1 (stereo not given) in DT40 TDP1 no CPT: 9%
Entry for CCOc1ccc(N(CCCCO)C(=S)NC(=O)c2ccc(C)c(Br)c2)cc1 in DT40 TDP1 no CPT: -12%
Entry for N=c1sccn1CC(=O)Nc1cc(Cl)ccc1[N+](=O)[O-] in DT40 TDP1 no CPT: -1%

Compound profiles, from the list above. Screens in order: TDP1 block	DT40 TDP1 no CPT	TDP1 cell CPT
Listed for CC(C(=O)Nc1cccc(S(=O)(=O)N2CCOCC2)c1)N1CCN(C)CC1 (stereo not given) → 5%	6%	5%
Listed for CCCn1nnc(NC(=O)C(c2ccccc2)c2ccccc2)n1 → 3%	-15%	-19%
Listed for Cc1ccc(Cn2cc(CN3CC(N(C)C)CS3(=O)=O)nn2)cc1 (stereo not given) → nt	-4%	15%
Listed for N=c1sccn1CC(=O)Nc1cc(Cl)ccc1[N+](=O)[O-] → 5%	-1%	5%
Listed for CCOC(=O)COc1ccc(-c2nnn(CC(=O)Nc3ccccc3)n2)cc1 → -1%	-16%	-7%
